MITF inh: MITF inhibitors, primary screen, biochemical, AlphaScreen, human; AlphaScreen MITF homodimerization, bead proximity signal; 650,000 tested, 0.91% active; inhibition, % at 2.6 µM; in the data active = inhibition above about 50%;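 also: 0% = vehicle wells with protein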
Target sequence (O75030 whole entry, looked up): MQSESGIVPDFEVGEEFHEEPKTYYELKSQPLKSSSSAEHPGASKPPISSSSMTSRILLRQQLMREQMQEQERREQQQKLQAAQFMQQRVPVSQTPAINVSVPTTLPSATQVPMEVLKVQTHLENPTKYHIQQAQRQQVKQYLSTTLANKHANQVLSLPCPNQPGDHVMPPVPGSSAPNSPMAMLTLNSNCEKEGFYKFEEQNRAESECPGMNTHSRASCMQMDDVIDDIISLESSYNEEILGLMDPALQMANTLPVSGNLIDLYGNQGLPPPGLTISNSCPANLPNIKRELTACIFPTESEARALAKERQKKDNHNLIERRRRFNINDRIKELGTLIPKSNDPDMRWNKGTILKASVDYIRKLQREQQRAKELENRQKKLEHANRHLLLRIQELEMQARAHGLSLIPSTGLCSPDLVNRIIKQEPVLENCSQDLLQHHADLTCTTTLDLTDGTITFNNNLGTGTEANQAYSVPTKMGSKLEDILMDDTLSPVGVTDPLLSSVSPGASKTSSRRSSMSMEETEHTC
GPR151 activ: activators of human GPR151, primary screen, cell-based, PathHunter beta-arrestin, luminescence | G-protein coupled receptor 151 (Homo sapiens), Q8TDV0 | PathHunter beta-arrestin GPR151 cells | activation, % at 11.2 µM | 650,000 tested, 1% active | AID 1508602, 2020; in the data active = activation above about 4.9%;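 also: 0% = median of compound wells and 100% = cells with positive control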
Target sequence (Q8TDV0 whole entry, looked up): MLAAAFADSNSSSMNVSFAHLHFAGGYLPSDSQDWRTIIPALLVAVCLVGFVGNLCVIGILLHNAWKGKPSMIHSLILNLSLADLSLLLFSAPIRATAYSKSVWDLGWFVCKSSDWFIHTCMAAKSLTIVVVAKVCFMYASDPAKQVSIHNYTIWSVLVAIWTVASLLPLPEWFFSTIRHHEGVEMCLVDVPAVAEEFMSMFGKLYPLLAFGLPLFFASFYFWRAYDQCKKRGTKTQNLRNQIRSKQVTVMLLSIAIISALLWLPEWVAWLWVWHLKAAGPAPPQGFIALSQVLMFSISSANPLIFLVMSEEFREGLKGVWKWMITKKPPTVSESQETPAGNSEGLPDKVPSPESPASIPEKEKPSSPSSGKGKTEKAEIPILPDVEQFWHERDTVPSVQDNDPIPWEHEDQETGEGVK
TEAD-YAP block: TEAD-YAP interaction inhibition, primary screen, TEAD-YAP interaction inhibitor project, luminescence, HEK-TIYL cells; TEAD-Gal4/YAP UAS-luciferase luminescence; inhibition, % at 9.12 µM; 640,000 tested, 1.4% active; AID 1259422, 2018; in the data active = inhibition above about 32%;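 also: 0% = median of test compound wells and 100% = reference inhibitor wells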
FBW7 activator: FBW7 E3 ligase activators, primary screen, biochemical, AlphaScreen, human. F-box/WD repeat-containing protein 7 (Homo sapiens), Q969H0. AlphaScreen FBW7–phospho-cyclin E peptide binding, activator screen. normalized activity (activation), % at 26.1 µM. 650,000 tested, 0.13% active. AID 1259310, 2017; in the data active = normalized activity above about 1.9%;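 also: purified mutant Fbw7 with reduced substrate affinity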
Numbers without * were called inactive. Random draw from the library. About 3.5% of those tested had a hit in this group.

For COc1ccc(OCC(=O)NNC(=O)COc2ccccc2C)cc1 the results were MITF inh -1, GPR151 activ 0.0, TEAD-YAP block 5 and FBW7 activator -0.1.
Screening Fc1ccc(CNc2ccnc3c(-c4cccnc4)cnn23)cc1 returned MITF inh 6, GPR151 activ -0.8, TEAD-YAP block -29 and FBW7 activator 0.4.
`COc1ccc(CCNc2nc(-c3ccc(C(=O)N4CCN(C)CC4)cc3)nc3c2ncn3CCN2CCCC2=O)cc1` gave MITF inh -8, GPR151 activ 0.5, TEAD-YAP block 29 and FBW7 activator 0.0.
For O=C(Cn1cnc2sc3c(c2c1=O)CCCC3)NCCCC(=O)N1CCN(c2ccc(F)cc2)CC1 the results were MITF inh -1, GPR151 activ -0.5, TEAD-YAP block -7 and FBW7 activator -0.1.
O=C(CCCc1cccs1)N1CCCC(CNS(=O)(=O)c2cccs2)C1 (configuration not stated) was read as MITF inh -16, GPR151 activ -0.3, TEAD-YAP block 6 and FBW7 activator -0.1.
For COc1ccccc1C(=O)Nc1ccc(NC(=O)c2cc(OC)c(OC)c(OC)c2)cn1 the results were MITF inh 5, GPR151 activ 0.8, TEAD-YAP block 26 and FBW7 activator -0.1.
Screening O=C(CN(c1ccc(Br)cc1)S(=O)(=O)c1ccccc1)NCCSCc1ccc(Cl)cc1 returned MITF inh 10, GPR151 activ -1.4, TEAD-YAP block 22 and FBW7 activator 0.3.
Screening COC(=O)CCC(=O)Nc1ccc(S(=O)(=O)N2CCCCC2)cc1 returned MITF inh -18, GPR151 activ 1.1, TEAD-YAP block -2 and FBW7 activator 0.1.
For CCOC(=O)C1=C(N)N(c2ccc(S(N)(=O)=O)cc2)C2=C(C(=O)CC(C)(C)C2)C1c1ccc(Br)s1 (configuration not stated) the results were MITF inh -7, GPR151 activ -0.3, TEAD-YAP block 9 and FBW7 activator 0.4.
`COC(=O)c1ccc2c(c1)C(=O)/C(=C/c1ccc(N(C)C)cc1)O2` gave MITF inh 4, GPR151 activ 0.6, TEAD-YAP block 3 and FBW7 activator 0.3.
O=C(NCCCn1ccnc1)c1ccc2c(=O)n(-c3ccc(F)c(Cl)c3)c(=S)[nH]c2c1 was read as MITF inh 18, GPR151 activ -1.5, TEAD-YAP block -1 and FBW7 activator 0.3.
For CCOC(=O)c1sc(N2C(=O)C(=O)/C(=C(/O)c3ccc(OCC)c(C)c3)C2c2ccc(F)cc2)nc1C (configuration not stated) the results were MITF inh -2, GPR151 activ -1.1, TEAD-YAP block -5 and FBW7 activator -0.1.
`Cc1nn(-c2ccccc2)c2sc(-c3n[nH]c(=S)o3)cc12` gave MITF inh 2, GPR151 activ 1.3, TEAD-YAP block 8 and FBW7 activator 0.0.
For CCCOc1ccc(/C(O)=C2/C(=O)C(=O)N(CCN(CC)CC)C2c2ccc(N(C)C)cc2)c(C)c1 (configuration not stated) the results were MITF inh -2, GPR151 activ -1.2, TEAD-YAP block 6 and FBW7 activator -0.1.
For O=C(CCc1ccncc1)N1Cc2ccccc2OC(c2ccccc2)C1 (configuration not stated) the results were MITF inh -3, GPR151 activ -0.6, TEAD-YAP block 9 and FBW7 activator -0.2.
Cc1[nH]nc2nc(C(F)(F)F)cc(C(F)(F)F)c12 was read as MITF inh 5, GPR151 activ -0.2, TEAD-YAP block 1 and FBW7 activator 0.1.
CCOC(=O)c1ccc(N2NC(=O)/C(=C/c3ccc(Cl)c([N+](=O)[O-])c3)C2=O)cc1 was read as MITF inh -8, GPR151 activ -0.3, TEAD-YAP block 1 and FBW7 activator -0.1.
Screening Cc1cc2c(cc1Br)NC(=O)C2=O returned MITF inh -1, GPR151 activ 0.6, TEAD-YAP block 3 and FBW7 activator -0.1.
`CCCCc1ccc(N2CC(C(=O)Nc3nc4ccccc4s3)CC2=O)cc1` (configuration not stated) gave MITF inh 6, GPR151 activ -1.1, TEAD-YAP block 2 and FBW7 activator 0.2.
`O=C(CCl)NCc1c(Cl)cccc1-n1cccc1` gave MITF inh 4, GPR151 activ -1.3, TEAD-YAP block 35* and FBW7 activator 0.0.
Screening O=C(C1=CSCCO1)N1CCc2ccccc2C1 returned MITF inh -7, GPR151 activ -0.1, TEAD-YAP block 4 and FBW7 activator -0.1.
CC(c1ccccc1)N(NC(=O)C(O)(c1ccccc1)c1ccccc1)C(=O)c1ccccc1 (configuration not stated) was read as MITF inh 7, GPR151 activ 1.7, TEAD-YAP block 4 and FBW7 activator 0.6.
For COc1ccc(C2N(c3ccc(OC)cc3)C(=O)C3CCCN32)cc1 (configuration not stated) the results were MITF inh 0, GPR151 activ 2.1, TEAD-YAP block -2 and FBW7 activator 0.1.
O=C(Cn1cnc2ccccc2c1=O)N1CCN(c2ccc(-c3ccccn3)nn2)CC1 was read as MITF inh 116*, GPR151 activ 2.7, TEAD-YAP block 6 and FBW7 activator -1.4.
`Cc1nc2sc(C(c3ccccc3Cl)N3CCN(C)CC3)c(O)n2n1` (configuration not stated) gave MITF inh -17, GPR151 activ 1.2, TEAD-YAP block 13 and FBW7 activator 0.0.
For CCOC(=O)C1CCCCN1Cc1ccc(O)c([N+](=O)[O-])c1 (configuration not stated) the results were MITF inh -5, GPR151 activ 0.4, TEAD-YAP block 1 and FBW7 activator 0.2.
For CCC(=O)c1ccc(OC(=O)C(C(C)C)N2C(=O)c3ccccc3C2=O)cc1 (configuration not stated) the results were MITF inh 20, GPR151 activ -0.2, TEAD-YAP block -8 and FBW7 activator 0.9.
Screening Cc1ccc(-n2c(SCC(=O)NC3CCCCC3)nc3n[nH]c(C)c3c2=N)cc1C returned MITF inh 0, GPR151 activ -0.9, TEAD-YAP block 16 and FBW7 activator 0.1.
Screening O=C(NCc1ccccc1)c1cccc(C(=O)NCc2ccccc2)c1 returned MITF inh 0, GPR151 activ 0.3, TEAD-YAP block 0 and FBW7 activator 0.8.
`COc1cccc(CC2(CCC(=O)NC(C)c3cn(C)nc3C)CCC(=O)N2)c1` (configuration not stated) gave MITF inh -2, GPR151 activ 0.4, TEAD-YAP block 5 and FBW7 activator 0.1.
For O=C(Nc1ccc2c(c1)CN(C(=O)c1ccc[n+]([O-])c1)CC2)c1ccccc1Cl the results were MITF inh 8, GPR151 activ -0.4, TEAD-YAP block -10 and FBW7 activator 0.2.
Screening CCOC(=O)c1nn(-c2ccc(F)cc2)c(=O)c2c(NC(=O)c3cccs3)scc12 returned MITF inh 7, GPR151 activ 0.5, TEAD-YAP block -8 and FBW7 activator -0.1.
O=C(Cc1csc(SCc2ccc(Br)cc2)n1)NC1CCCC1 was read as MITF inh 5, GPR151 activ 0.2, TEAD-YAP block 0 and FBW7 activator 0.2.
`COc1ccc(CC(=O)NCc2ccc3[nH]c(C)cc3c2)cc1` gave MITF inh 14, GPR151 activ -1.1, TEAD-YAP block 8 and FBW7 activator 0.1.
Screening Cc1nn(C)cc1C(C)Nc1nc2nonc2nc1N1CCCCC1 (configuration not stated) returned MITF inh 16, GPR151 activ -2.1, TEAD-YAP block -13 and FBW7 activator 0.1.
Screening O=C(NC1CC(=O)N(c2ccccc2)C1)N(CCO)Cc1ccccc1 (configuration not stated) returned MITF inh -4, GPR151 activ 0.8, TEAD-YAP block -9 and FBW7 activator 0.1.
Screening COc1ccc(CCNc2nc(Nc3ccc(-n4ccnc4)cc3)nc3nc[nH]c23)cc1 returned MITF inh 12, GPR151 activ -0.4, TEAD-YAP block 31 and FBW7 activator -0.1.
COc1ccccc1NC(=O)Cn1cnc2sc(C(=O)N3CCN(c4ccc(F)cc4)CC3)c(C)c2c1=O was read as MITF inh -4, GPR151 activ 0.5, TEAD-YAP block 15 and FBW7 activator -0.1.
O=C(CCn1c(=S)[nH]c2cc3c(cc2c1=O)OCO3)NC1CCN(Cc2ccccc2)CC1 was read as MITF inh -8, GPR151 activ 0.3, TEAD-YAP block 2 and FBW7 activator 0.1.
For CCN(CC)c1ccc(/C=N/NS(=O)(=O)c2ccc(C)c([N+](=O)[O-])c2)cc1 the results were MITF inh 12, GPR151 activ -0.7, TEAD-YAP block 10 and FBW7 activator 0.4.
Screening CCOC(=O)Cn1c(Cl)c(C=O)sc1=O returned MITF inh 13, GPR151 activ 0.2, TEAD-YAP block 10 and FBW7 activator -0.2.
CN(C)c1ccc(C(=S)NCC2CCCO2)cc1 (configuration not stated) was read as MITF inh 4, GPR151 activ 0.9, TEAD-YAP block -53 and FBW7 activator -0.1.
Nc1c(C(=O)Nc2ccc([N+](=O)[O-])cc2)sc2nc3c(c(-c4cccs4)c12)CCCC3 was read as MITF inh 14, GPR151 activ 0.1, TEAD-YAP block -1 and FBW7 activator 0.0.
Screening COc1ccc(NC(=O)c2ccc(O)cc2)cc1Cl returned MITF inh -7, GPR151 activ -1.9, TEAD-YAP block -37 and FBW7 activator -0.2.
Screening Cc1ccc(CN2CCc3c(nc(N4CCCCC4)[nH]c3=O)C2)o1 returned MITF inh 10, GPR151 activ -1.3, TEAD-YAP block -8 and FBW7 activator 0.4.
`O=C(COc1ccccc1)Nc1c2c(nn1-c1ccc(Cl)cc1)CSC2` gave MITF inh -4, GPR151 activ 0.3, TEAD-YAP block -2 and FBW7 activator -0.1.
CSCCNCc1c(C(=O)N2CCOCC2)nc2c(C)cccn12 was read as MITF inh -1, GPR151 activ -0.5, TEAD-YAP block -3 and FBW7 activator -0.1.
`COc1ccc(Cl)cc1NC(=O)C(=O)NCc1ccncc1` gave MITF inh -5, GPR151 activ 1.2, TEAD-YAP block -6 and FBW7 activator -0.2.
`COc1ccc(F)c(CN2CCCC(CCC(=O)NCc3ccc(C)o3)C2)c1` (configuration not stated) gave MITF inh 1, GPR151 activ 0.2, TEAD-YAP block 3 and FBW7 activator 0.0.
C=CCn1c(SCC(=O)c2[nH]c(C)c(C(=O)OCC)c2C)nc2scc(-c3ccccc3)c2c1=O was read as MITF inh 12, GPR151 activ -0.5, TEAD-YAP block -2 and FBW7 activator 0.1.
For CCNC(=O)N1CCN(Cc2ccccc2)CC1C(=O)NCc1ccccc1 (configuration not stated) the results were MITF inh -6, GPR151 activ 4.3, TEAD-YAP block -8 and FBW7 activator 0.1.
Screening Cc1ccc(NC(=O)CCC(=O)OCC(=O)c2ccc(Cl)cc2)cc1 returned MITF inh -12, GPR151 activ 0.8, TEAD-YAP block -4 and FBW7 activator 0.1.
Screening N#Cc1c(SCc2ccc(F)cc2)nc2c(c1-c1cccs1)CCC2 returned MITF inh -9, GPR151 activ 0.3, TEAD-YAP block 2 and FBW7 activator 0.1.
`Oc1c(Br)cc(Br)cc1/C=N/Nc1ccc(Cl)nn1` gave MITF inh -5, GPR151 activ -0.3, TEAD-YAP block 7 and FBW7 activator 0.2.
CC1=CC(c2ccccc2)n2nc(NC(=O)c3ccc([N+](=O)[O-])cc3)nc2N1 (configuration not stated) was read as MITF inh -6, GPR151 activ 0.2, TEAD-YAP block -6 and FBW7 activator -0.1.
`Cc1ccccc1Oc1nc2c(C)cccn2c(=O)c1/C=C(\C#N)C(=O)NC1CCCC1` gave MITF inh -8, GPR151 activ 0.9, TEAD-YAP block 32 and FBW7 activator 0.0.
For CCn1c(SCC(=O)Nc2cccc(C)c2C)nnc1-c1ccccc1N the results were MITF inh -11, GPR151 activ 0.7, TEAD-YAP block 3 and FBW7 activator 0.2.
`O=C(Nc1cccc(F)c1)C1CCC(CNc2c(N3CCOCC3)c(=O)c2=O)CC1` (configuration not stated) gave MITF inh 3, GPR151 activ 0.9, TEAD-YAP block 2 and FBW7 activator -0.1.
For CC(C)CNc1nc2c(c(=O)[nH]c(=O)n2C)n1CC(C)O (configuration not stated) the results were MITF inh -7, GPR151 activ 6.0*, TEAD-YAP block -1 and FBW7 activator -0.1.

Of the compounds above, nine contain a thiophene ring, fused or not:
For O=C(Cn1cnc2sc3c(c2c1=O)CCCC3)NCCCC(=O)N1CCN(c2ccc(F)cc2)CC1 the results were MITF inh -1, GPR151 activ -0.5, TEAD-YAP block -7 and FBW7 activator -0.1.
O=C(CCCc1cccs1)N1CCCC(CNS(=O)(=O)c2cccs2)C1 (configuration not stated) was read as MITF inh -16, GPR151 activ -0.3, TEAD-YAP block 6 and FBW7 activator -0.1.
For CCOC(=O)C1=C(N)N(c2ccc(S(N)(=O)=O)cc2)C2=C(C(=O)CC(C)(C)C2)C1c1ccc(Br)s1 (configuration not stated) the results were MITF inh -7, GPR151 activ -0.3, TEAD-YAP block 9 and FBW7 activator 0.4.
`Cc1nn(-c2ccccc2)c2sc(-c3n[nH]c(=S)o3)cc12` gave MITF inh 2, GPR151 activ 1.3, TEAD-YAP block 8 and FBW7 activator 0.0.
Screening CCOC(=O)c1nn(-c2ccc(F)cc2)c(=O)c2c(NC(=O)c3cccs3)scc12 returned MITF inh 7, GPR151 activ 0.5, TEAD-YAP block -8 and FBW7 activator -0.1.
COc1ccccc1NC(=O)Cn1cnc2sc(C(=O)N3CCN(c4ccc(F)cc4)CC3)c(C)c2c1=O was read as MITF inh -4, GPR151 activ 0.5, TEAD-YAP block 15 and FBW7 activator -0.1.
Nc1c(C(=O)Nc2ccc([N+](=O)[O-])cc2)sc2nc3c(c(-c4cccs4)c12)CCCC3 was read as MITF inh 14, GPR151 activ 0.1, TEAD-YAP block -1 and FBW7 activator 0.0.
C=CCn1c(SCC(=O)c2[nH]c(C)c(C(=O)OCC)c2C)nc2scc(-c3ccccc3)c2c1=O was read as MITF inh 12, GPR151 activ -0.5, TEAD-YAP block -2 and FBW7 activator 0.1.
Screening N#Cc1c(SCc2ccc(F)cc2)nc2c(c1-c1cccs1)CCC2 returned MITF inh -9, GPR151 activ 0.3, TEAD-YAP block 2 and FBW7 activator 0.1.

Source: PubChem BioAssay (The Scripps Research Institute Molecular Screening Center)
